High-throughput results as filed in PubChem BioAssay.
mcGAS MS inh = inhibitors of mouse cGAS. Q8C6L5. recombinant mouse cGAS, cGAMP by RapidFire MS. inhibition, % at 12.5 µM. 130,000 compounds, 0.18% hits. AID 1259397;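 active means inhibition of cGAS enzyme activity at or above 60%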;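 further: enzyme stimulated by 45 bp dsDNA with ATP and GTP substrates; cGAMP share of summed cGAMP plus half ATP and half GTP signals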
Target sequence (Q8C6L5 whole entry, looked up): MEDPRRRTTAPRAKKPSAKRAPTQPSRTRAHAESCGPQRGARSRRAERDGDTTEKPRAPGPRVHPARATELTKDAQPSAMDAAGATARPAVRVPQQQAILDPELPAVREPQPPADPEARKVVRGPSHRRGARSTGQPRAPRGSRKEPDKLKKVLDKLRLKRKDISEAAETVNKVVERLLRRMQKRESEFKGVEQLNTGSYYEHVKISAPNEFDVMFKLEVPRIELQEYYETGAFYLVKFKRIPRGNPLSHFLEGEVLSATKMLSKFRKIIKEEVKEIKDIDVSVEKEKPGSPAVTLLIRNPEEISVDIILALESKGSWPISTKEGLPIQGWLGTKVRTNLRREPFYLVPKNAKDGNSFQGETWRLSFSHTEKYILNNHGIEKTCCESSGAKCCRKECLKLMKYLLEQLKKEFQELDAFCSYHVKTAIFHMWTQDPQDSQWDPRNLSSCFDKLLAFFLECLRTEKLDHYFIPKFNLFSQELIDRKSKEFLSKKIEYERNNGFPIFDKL
* marks the source's active call; other numbers are inactive results. These rows are one share of the data. The share of hits here may be higher or lower than overall.

Structure | mcGAS MS inh
CC/C=C\CCCN1CCN(c2ncc(C)c(N)n2)CC1 | 3
CCCOc1c(Br)cc(C(N)=O)cc1OCC | -4
NC(=O)C1CN(C(=O)CN2CCN(c3nccs3)CC2)c2ccccc2O1 (configuration not stated) | -9
S=c1nc[nH]c2ccccc12 | -6
CC1(C(=O)NS(=O)(=O)c2ccc(F)cc2F)CCN1C(=O)Cc1cccc2ccccc12 (configuration not stated) | 33
COC1CCCCC1NC(=O)N(C)Cc1ccncc1 (configuration not stated) | -8
O=S(=O)(c1cccc(Cl)c1Cl)N1CCN(Cc2nc(-c3ccccc3Cl)no2)CC1 | 7
COc1ccc(-c2nc(C)c(-c3ccc(SCC(=O)Nc4nccs4)nn3)s2)cc1 | -9
CC(C)CC(=O)N1CCN(c2nc(CN3CCN(c4ccccc4Cl)CC3)cc(=O)[nH]2)CC1 | -8
Cc1noc(C)c1S(=O)(=O)NC(=O)C1(C)CCN1C(=O)c1ccccc1CCc1ccccc1 (configuration not stated) | -8
Cc1ccc(C(=O)N(C)CC(=O)N(C)C)c(C)c1 | -1
COc1ccccc1C(C)NC(=O)c1[nH]c2c(c1C)C(=O)CCC2 (configuration not stated) | -6
COc1ccc(CN(C)CC2(CO)CCOCC2)c(C)c1C | -8
COC(=O)C1CCCN1S(C)(=O)=O (configuration not stated) | -10
O=C(Cn1cnnn1)NC(COc1ccccc1)c1ccccc1 (configuration not stated) | 5
COc1cccc(N(C(=O)c2cccc(Cl)c2C)C2=NCCS2)c1 | 3
O=C(CCS(=O)(=O)c1cccs1)NC1CCCCCC1 | 11
Cn1ccnc1SCC(=O)c1cc2ccccc2oc1=O | -9
COC(C)c1cccc(-c2nc(N)nc3[nH]ncc23)c1 (configuration not stated) | -6
CCCN(Cc1ccc(OC)cc1)C(=O)Cc1nc(C)sc1C | -15
CCn1c(C2CCNCC2)nn(CC23CC4CC(CC(C4)C2)C3)c1=O | -11
NCc1ccccc1Cn1ccnc1 | -5
O=S(=O)(c1cc(Br)ccc1Br)N1CCCc2ccccc21 | -9
Cc1ccc(-c2nnc3c4ccccc4c(C)nn23)cc1S(=O)(=O)NC1CCCCC1 | -3
CC(Nc1nn2cc(C(C)(C)C)nc2s1)c1ccc2c(c1)CCC(=O)N2 (configuration not stated) | 0
O=C1CC(c2ccccc2O)Cc2nc3nc4ccccc4n3cc21 (configuration not stated) | -7
CC(=O)Nc1cccc(-c2ccc(N(C)C(C)=O)cc2)c1 | 3
Cc1cc(C)c(CN2CCC(CN)C2)c(-n2cccn2)c1 (configuration not stated) | -23
CCn1nnc2c(N3CCN(c4cccc(Cl)c4)CC3)ncnc21 | -11
O=C1C2SCCN2C(=O)c2ccccc2N1CC(=O)N1CCCC1c1ccc2c(c1)OCO2 (configuration not stated) | -4
Cc1nc(CN2CCN(C(=O)Cn3nnnc3CN3CCCC3)CC2)cs1 | -9
CCOc1ccc(NC(=O)C(C)(C)C)cc1S(=O)(=O)N(C)C | -1
Nc1ccn(C2O[C@H](CO)[C@@H](O)[C@H]2O)c(=O)n1 (some centres not stated) | -7
CCCCNC(=S)NN=C1CCCC1 | -1
COCCN(C(=O)C1CCC(=O)N(CCCN2CCCC2=O)C1)C(C)C (configuration not stated) | 5
CCCn1cc(CNC2CC(=O)N(C3CCCCCC3)C2)c(C)n1 (configuration not stated) | -8

Four of these compounds in another layout.
CCn1nnc2c(N3CCN(c4cccc(Cl)c4)CC3)ncnc21
  mcGAS MS inh: -11
O=C1C2SCCN2C(=O)c2ccccc2N1CC(=O)N1CCCC1c1ccc2c(c1)OCO2 (configuration not stated)
  mcGAS MS inh: -4
Cc1nc(CN2CCN(C(=O)Cn3nnnc3CN3CCCC3)CC2)cs1
  mcGAS MS inh: -9
CCOc1ccc(NC(=O)C(C)(C)C)cc1S(=O)(=O)N(C)C
  mcGAS MS inh: -1

(list continues)
Structure | mcGAS MS inh
NC1CC2CC3CC(C2)C1C3 (configuration not stated) | -9
O=C(c1ccc(-c2ccccc2)cc1)C1CCCN(Cc2cc(=O)[nH]c(=O)[nH]2)C1 (configuration not stated) | -2
Cc1ccccc1NCN1C(=O)C2CC=CCC2C1=O (configuration not stated) | -6
CCCc1noc(CCC(=O)NCCc2csc(C)n2)n1 | -2
CC(=O)c1cc(CC(=O)NC2CCCc3c2cnn3-c2ccc(F)cc2F)cs1 (configuration not stated) | -3
O=S(=O)(NCC1CCN(c2ncccn2)CC1)c1ccc(OC(F)(F)F)cc1 | -7
O=C(CC1CSc2nc3[nH]ncc3c(=O)n21)Nc1ccc(F)c(F)c1 (configuration not stated) | -1
O=C(CCn1cnc2ccccc21)NC1CCCCC1 | -6
COC(=O)c1ccccc1NC(=O)N1CCCC(C(=O)c2cccc(Cl)c2)C1 (configuration not stated) | -7
CCn1cnnc1C1CCCN(C(=O)CSc2ccccc2C)C1 (configuration not stated) | -13
O=C(C1CCC(O)CC1)N1CCC(C2CCN(Cc3cccc(F)c3F)CC2)C1 (configuration not stated) | -5
O=C(CNC(=O)c1ccc(Cl)cc1)NO | -4
CC(C)(C)NS(=O)(=O)c1ccc(Br)c(C(=O)OC2CCOC2)c1 (configuration not stated) | -4
CCCc1cncnc1N1CCC(=O)N(Cc2ccccc2)C(CC)C1 (configuration not stated) | -9
O=C1/C(=C/c2ccccc2)CCc2cc(O)ccc21 | -6
Cc1nc2ncc3c(=O)n(-c4ccc(Cl)c(C(F)(F)F)c4)ccc3n2n1 | -2
Cc1ccc(OCc2ccc(F)cc2Br)c(CO)n1 | -10
Cc1nc(CCC(=O)Nc2ccccc2C(=O)N2CCCCCC2)n[nH]1 | -40
O=C(Nc1ccc(C(=O)N2CCCC2)cc1)c1ccc2c(c1)OCO2 | 13
Cc1ccoc1C(=O)NCC1CN(S(C)(=O)=O)CCO1 (configuration not stated) | -10
CC(OC(=O)C1CC2CCC1C2)C(=O)Nc1ccc2[nH]c(=O)[nH]c2c1 (configuration not stated) | 10
CCc1cc2c(SC(C)C(C)=O)ncnc2s1 (configuration not stated) | -6
CCOc1ccc(NC(=O)c2cn(CC)nc2OCC)cc1 | -21
Cc1ccc(-n2c(=O)[nH]c3c(C(=O)NCc4ccc(Cl)cc4)cn(C)c3c2=O)cc1 | -26
O=S(=O)(c1ccccc1)N1N=C(c2ccccc2)CC1c1ccccc1F (configuration not stated) | -4
Cc1ccccc1CNc1ccc(S(=O)(=O)N2CCN(C)CC2)cc1[N+](=O)[O-] | -13
Cc1ccccc1C(CC(=O)NCc1ccccn1)c1ccccc1 (configuration not stated) | -6
O=C(Cc1cccs1)Nc1nn2cnnc2s1 | -1
Cc1ccc2nc(CN(C)C(=O)C3CC4(CCNCC4)CN3)[nH]c2c1 (configuration not stated) | 8
C=C(C)Cn1c(=O)c2c(nc3n2CCCN3c2cc(C)cc(C)c2)n(C)c1=O | -7
CCC1CN(C(=O)CCC(=O)Nc2cc(C)ccc2F)CCN1 (configuration not stated) | -20
N#CC(=Cc1ccco1)c1nc(-c2ccc3c(c2)NC(=O)CO3)cs1 | -9
Cc1nnc(SCC(=O)N2CCCC(Nc3ccc4c(c3)OCCO4)C2)s1 (configuration not stated) | -4
CN(Cc1nc2ccccc2n1C(F)F)S(=O)(=O)c1ccc(Br)cc1 | 11
COc1ccc(OC)c(-n2c(C)cn3c4c(=O)[nH]c(=O)n(C)c4nc23)c1 | -1
CC1CCC2(CC1)NC(=O)N(NC(=O)CSc1nnc(C3CC3)n1C1CC1)C2=O (configuration not stated) | -7
Cc1ccc(C=C2SC(=S)N(Cc3ccccc3)C2=O)o1 | -9
Clc1ccc2nc(Cl)c3nnnn3c2c1 | 1
O=C(NC1CCN(Cc2ccccc2)C1)c1cn(Cc2ccccc2Cl)nn1 (configuration not stated) | 1
Cc1ccccc1-n1nc2c(c1NC(=O)c1ccccc1)CS(=O)(=O)C2 | -11
CCC1CCCCN1C(=O)C(C)Sc1nc(N)nc2nc[nH]c12 (configuration not stated) | -7
O=C(CCc1csc(NC(=O)Nc2cccc(Cl)c2)n1)NCCC1=CCCCC1 | -3
Cc1nc(-c2ccc(-n3cnnc3)cc2)n[nH]1 | -11
CCOC(=O)C1=C(C)NC(=O)NC1c1ccc([N+](=O)[O-])o1 (configuration not stated) | 0
Cc1ccc(C2c3cccn3CCCN2Cc2ccccc2[N+](=O)[O-])cc1C (configuration not stated) | -8
O=C(NC1(c2ccc(F)cc2)CCCC1)C1Cc2ccccc2S1 (configuration not stated) | -2
Cc1cccc(CCNC(=O)CC2C(=O)NCCN2CC2CCCCC2)n1 (configuration not stated) | -6
Cc1cc(-c2ccc(Cl)cc2)nc2c1c(C)nn2CCO | -3
COc1cccc(O)c1CNC1CCCN(CCCc2ccccc2)C1 (configuration not stated) | -8
COc1cccc(CN2CCC2(C)C(=O)Nc2cccc3cccnc23)c1OC (configuration not stated) | -9
CC(C)(C)NC(=O)NC(=O)COC(=O)c1ccccc1Cc1ccccc1 | 2
CC1CC(C)CN(Cc2csc3c2CCCC3)C1 (configuration not stated) | -3
CN1CCN(Cc2ccc(-c3ccnc4c3ccn4C)nc2)CC1 | -9
CN1CCC(C)(C(=O)Nc2cccc(Cl)c2)C1 (configuration not stated) | -6
CCN(CC)S(=O)(=O)c1ccc(N=Nc2c(C)nn(-c3ccccc3)c2N)cc1 | -8
CN(C)C=Nc1c(C(C#N)=C(C#N)C#N)c(=O)n(C)c(=O)n1C | -6
O=S(=O)(NCC1(N2CCOCC2)CCCCC1)c1ccc2c(c1)CCCC2 | -8
C=CCN(Cc1ccccc1OC)C(=O)c1cnc(N2CCN(C)CC2)nc1C | -3
CSc1ncccc1C(=O)N1CCC(CCC(=O)NCc2ccc(F)cc2)CC1 | -3
CSc1ccc(CNC(=O)C2CCC(=O)N(Cc3ccccn3)C2)cc1 (configuration not stated) | 4

Filtered by structure: the compounds so far containing a thiophene ring, fused or not.
Structure | mcGAS MS inh
O=C(CCS(=O)(=O)c1cccs1)NC1CCCCCC1 | 11
CC(=O)c1cc(CC(=O)NC2CCCc3c2cnn3-c2ccc(F)cc2F)cs1 (configuration not stated) | -3
CCc1cc2c(SC(C)C(C)=O)ncnc2s1 (configuration not stated) | -6
O=C(Cc1cccs1)Nc1nn2cnnc2s1 | -1
CC1CC(C)CN(Cc2csc3c2CCCC3)C1 (configuration not stated) | -3

The list goes on:
Structure | mcGAS MS inh
COc1cc(C2C(C(N)=O)=C(C)Nc3ncnn32)ccc1OC(F)F (configuration not stated) | -6
CCOc1ccccc1CNC(=O)c1cc(N2CCOCC2)nc2ccccc12 | -3
O=C(c1ccc2oc(-c3ccc(C(F)(F)F)cc3)nc2c1)N1CCC(O)CC1 | -10
O=C(OCC(=O)C12CC3CC(CC(C3)C1)C2)C1CC2CCCC(C1)C2=O (configuration not stated) | -2
COC(=O)c1ccc(CN2CCCC2)o1 | 4
Cc1ccc(CCC2CCN(C(=O)C3CC(=O)N(Cc4ccco4)C3)CC2)cc1 (configuration not stated) | -12
Nc1cc(C(=O)NCC(c2ccc(Cl)cc2)N2CCCC2)[nH]n1 (configuration not stated) | -23
C=CC1=C(C(=O)O)N2C(=O)[C@@H](NC(=O)C(=NOCC(=O)O)c3csc(N)n3)[C@H]2SC1 | -20
Cc1cc(=O)[nH]c(NCCn2cc(C(C)c3ccccc3)nn2)n1 (configuration not stated) | -38
COc1ccc(C2c3cccn3CCCN2Cc2cc([N+](=O)[O-])ccc2OC)cc1 (configuration not stated) | -2
NC(=O)C1CC2(NC(=O)NC2=O)c2cc(F)ccc2O1 (configuration not stated) | -4
CC(=O)NCc1ccc(S(=O)(=O)N2CCc3cnccc32)s1 | -3
COCC(=O)n1nc(-c2ccccc2)nc1NCc1ccc(N(C)C)cc1 | 0
c1cncc(NCCCNC2CCSC2)c1 (configuration not stated) | -20
COc1ccc(C2=C/C(=C3\c4ccccc4-c4ncccc43)C(=O)O2)cc1 | -2
Cc1nc(-c2cccnc2)nc(NC2CCN(c3cnn(C)c3)C2)c1C (configuration not stated) | -4
CN(Cc1ccc(Cl)s1)C(=O)CN1C(=O)N(C)C2(CCCCC2)C1=O | -6
Cc1nc(SCC(=O)Nc2ccc3c(c2)OC2(CCCCC2)O3)n[nH]1 | -7
Cc1ccc(C(=O)NCc2cccc(CN(C)C)c2)cc1F | -7
Cc1cccc(CC(=O)Nc2c(C)nc3ccccn3c2=O)c1 | -14
CC1(C)CC2CC(C)(CN2S(=O)(=O)c2cc(Br)ccc2Br)C1 (configuration not stated) | -9
Cc1ccccc1-c1nnc(SC(C)C)n1C | -5
Cc1cccc(N2CC(C)Cn3c2nc2c3c(=O)n(CCN3CCOCC3)c(=O)n2C)c1 (configuration not stated) | -11
CCn1cc(S(=O)(=O)N2CCCc3cccc(NC(C)=O)c32)cn1 | -2
CSc1nc2nc(C)cc(C)n2n1 | 16
CC(=Nn1c(-c2ccc(OC(F)F)cc2)csc1=NC(C)C)c1ccc(-n2ccnc2)cc1 | -40
CC(C)(C)c1cnc(C(=O)NCc2cc(C(N)=O)no2)o1 | 0
CSc1ccc(CN2CCCC(Nc3ccc4c(c3)OCCO4)C2)cc1 (configuration not stated) | -4
O=C(NCc1cc(C2CC2)n[nH]1)C1CCC(=O)N(CCc2ccccn2)C1 (configuration not stated) | 5
CN(Cc1cccs1)C(=O)CN1CCN(C(=O)c2ccccc2)CC1 | 0
Cc1cc(C(=O)N(CC2CCN(CCc3ccccc3C)CC2)C2CCCC2)nc(N)n1 | -11
CC(C)n1cc(C(=O)N(CCN(C)C)CC2CCCN(Cc3ccccc3F)C2)cn1 (configuration not stated) | -10
